Screens deposited in PubChem BioAssay by National Center for Advancing Translational Sciences (NCATS).
HCMV inh = blocks human cytomegalovirus replication | activity change, negative = inhibition, % at 57.5 µM | AID 1259415 | actives 4.5% (n = 410,000) | HFF cells, HCMV-luciferase reporter, 72 h; active compounds read low; in the data active = activity change below about -60%; inconclusive = no clear call, values can overlap the other calls; inactive = above about -39%
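Two-dose cell screen: HFF monolayers treated with compounds and infected with luciferase-expressing HCMV at 1 PFU/cell, 72 h at 37C, then lysed for luciferase measurement.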
AmpC detergent = blocks E. coli AmpC beta-lactamase in detergent assay; P00811; AmpC hydrolysis of nitrocefin, absorbance 480 nm, 0.01% Triton; Potency, µM (series often up to 114 µM), for inactives: at the highest dose activity change, negative = inhibition, actives largely listed as inhibitors; actives 0.041% (n = 370,000); AID 485294;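 also: potency is read from the fitted curve at half-maximal effect; 0% = no-compound wells and -100% = no-enzyme wells; nearly all actives have a fitted effect of over 25% in size; some results filed as inactive show a strong effect at the top dose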
Target sequence (P00811 whole entry, looked up): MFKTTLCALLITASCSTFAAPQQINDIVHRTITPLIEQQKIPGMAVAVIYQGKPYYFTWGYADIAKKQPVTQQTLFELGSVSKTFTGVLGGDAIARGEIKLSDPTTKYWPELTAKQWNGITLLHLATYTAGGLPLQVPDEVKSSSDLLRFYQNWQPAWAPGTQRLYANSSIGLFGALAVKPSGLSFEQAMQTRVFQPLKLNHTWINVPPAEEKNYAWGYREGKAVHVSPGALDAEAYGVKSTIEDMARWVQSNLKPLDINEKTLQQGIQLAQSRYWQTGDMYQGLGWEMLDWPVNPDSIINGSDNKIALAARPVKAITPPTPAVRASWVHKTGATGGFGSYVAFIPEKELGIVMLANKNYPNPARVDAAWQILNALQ
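AmpC (5.3 nM in the dispensed reagent) in 20 mM phosphate pH 7.0 with 0.01% (detergent screen) or 0.0001% Triton X-100 was preincubated with compounds for 15 min at room temperature. Nitrocefin was then added from an 800 uM solution, and hydrolysis was followed at 480 nm.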
Giardia FBPA inh = inhibitors of Giardia lamblia fructose-1,6-bisphosphate aldolase | A8B2U2 | purified Giardia FBPA | Potency, µM (top dose mostly 59.6 µM), without a hit: top-dose activity, negative = inhibition, most hits filed as inhibitors | actives 0.71% (n = 290,000); also: potency is read from the fitted curve at half-maximal effect; nearly all actives have a fitted effect of over 55% in size
Target sequence (A8B2U2 whole entry, looked up): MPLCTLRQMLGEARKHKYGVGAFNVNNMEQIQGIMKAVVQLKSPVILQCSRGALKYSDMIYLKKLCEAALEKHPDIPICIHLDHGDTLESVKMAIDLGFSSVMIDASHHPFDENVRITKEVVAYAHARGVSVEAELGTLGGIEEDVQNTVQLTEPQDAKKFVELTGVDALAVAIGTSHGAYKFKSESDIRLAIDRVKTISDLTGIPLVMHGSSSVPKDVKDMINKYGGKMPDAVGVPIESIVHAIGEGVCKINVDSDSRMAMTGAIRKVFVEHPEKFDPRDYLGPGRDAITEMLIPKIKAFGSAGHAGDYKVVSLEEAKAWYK
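40 nM FBPA preincubated 10 min at RT with compound (up to 57.5 uM final), then substrate plus GAPDH/TPI/NAD/arsenate coupling and diaphorase/resazurin added. Fluorescence read after 20 min at RT, 525/598 nm.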
Sm TGR inh = blocks Schistosoma mansoni thioredoxin glutathione reductase | Potency, µM (series often up to 114 µM), for inactives: top-dose activity change, negative = inhibition, hits mostly inhibitors | purified TGR, DTNB reduction, TNB absorbance 405 nm | Q962Y6 | actives 3% (n = 360,000); also: potency is read from the fitted curve at half-maximal effect; nearly all actives have a fitted effect of over 60% in size
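Kinetic colorimetric format: TGR-catalysed, NADPH-driven DTNB reduction monitored via TNB absorbance. Enzyme dispensed at 20 nM; compound exposure 15 min at room temperature before reaction start.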
AmpC no deterg = AmpC beta-lactamase inhibition without detergent; P00811; AmpC nitrocefin hydrolysis, absorbance 480 nm, 0.0001% Triton; Potency, µM (titrated, usually from 57.1 µM), for inactives: at the top dose activity change, negative = inhibition, most hits filed as inhibitors; actives 0.52% (n = 330,000); AID 485341;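 also: potency is read from the fitted curve at half-maximal effect; plate controls were no compound for no effect and no enzyme for full effect; nearly all actives have a fitted effect of over 20% in size; some results filed as inactive show a strong effect at the top dose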
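20 mM phosphate pH 7.0 + 0.01% (detergent screen) or 0.0001% Triton X-100; 5.3 nM AmpC reagent; cpd preinc 15 min RT; nitrocefin (800 uM stock) to start; A480 q20 s × 4 min; Activity was normalised to no-enzyme and no-compound control wells.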
HCV inh = inhibitors of hepatitis C virus infection. Potency, µM (titrated, usually from 41.8 µM), without a hit: top-dose activity change, negative = inhibition, usual class: inhibitors. actives 3.4% (n = 340,000). Huh7.5.1 HCVcc-Cre infection, luciferase reporter, 44 h. AID 651820; also: potency is read from the fitted curve at half-maximal effect
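A cell-based infection assay in which seeded cells (1,000 per well) receive test compound after 4 h, are inoculated with HCVcc-Cre at approximately 0.5 moi, and are incubated 44 h before luminescence detection.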
Starred values were filed as active, the others as inactive; ? = inconclusive; . = not tested or not shown; [ ] = another dose, or the depositor's remark. Unless noted, calls follow the shape of the dose curve; as a rule, active = well fitted curve in the direction sought with a large enough effect; inconclusive = small, poorly fitted or top-dose-only effect, or another doubt; inactive = no such curve, though single readings can be large; an effect the other way counts as inactive or inconclusive. Unless noted, % is scaled to controls: 0 for no effect and ±100 for the full control effect.

Sequence of screens – AmpC no deterg, Sm TGR inh, HCMV inh, Giardia FBPA inh, AmpC detergent, HCV inh
Cc1ccc(CNC(=O)CN2C(=O)C3(SCC(=O)N3c3ccc(F)cc3)c3ccccc32)cc1 (stereo not drawn)
→ ., -8%, 0, ., 2%, .
CCN(Cc1cccs1)C(=O)c1cccc(S(=O)(=O)N2CCN(C)CC2)c1
→ 12%, -26%, 24, ., 4%, 20%
COc1cccc(CNc2ccc([N+](=O)[O-])c(NCC(=O)O)n2)c1
→ -17%, -3%, 8, 0%, ?, 11%
CC(NC(=O)C1=CC=CN2CCS(=O)(=O)N=C12)c1ccc(Cl)c(Cl)c1 (stereo not drawn)
→ 11%, ., -5, ., ., 6%
O=C(COc1ccccc1Cl)Nc1ccc(NC(=O)c2ccco2)cc1
→ -7%, 1%, -19, 3%, -11%, -15%
CCCCn1c(N)c(N(CCC(C)C)C(=O)CSc2nncn2-c2ccccc2)c(=O)[nH]c1=O
→ 197%[activator], 2%, ?, ., -6%, 1%
CSc1ccc(/C=C/C(=O)c2ccc(NC(C)=O)cc2)cc1
→ -25%, -12%, 54, 2%, -14%, -25%
Cc1onc(-c2c(Cl)cccc2Cl)c1C(=O)Nc1ccc(Cl)cn1
→ -18%, 11%, -29, -11%, -5%, 6%
CC1(OC(=O)C2CCCC2)C(=O)C=C2C=C(c3ccsc3)N(C(CO)CO)C=C2C1=O (stereo not drawn)
→ -15%, ?, 26, ?, 3%, 42%[activator]
FC(F)(F)c1cccc(NC(=S)Nc2ccc(Cl)cc2Cl)c1
→ -26%, 22µM*, 2, -10%, -2%, 19%
O=C(CNC(=O)c1ccc(Cl)cc1)OCC(=O)N1CCCC1
→ -27%, 5%, -14, 4%, 3%, 2%
CC(C)C(C)NC(=O)CN1C(=O)NC(C)(c2ccc3ccccc3c2)C1=O (stereo not drawn)
→ 14%, 12%, 16, 3%, -5%, -8%
Cc1noc(C)c1S(=O)(=O)N1CCCC(C(=O)NCc2ccccn2)C1 (stereo not drawn)
→ -7%, -20%, 0, -2%, 0%, ?
Cc1cccc(C2NC(=O)c3ccccc3O2)c1 (stereo not drawn)
→ 7%, -9%, -19, ?, -11%, ?
Cc1cc(C)n2c(SCC(=O)Nc3ccc(F)cc3F)nnc2n1
→ -19%, 6%, ?, 1%, 3%, 16%

Compound profiles, as listed above. Values in the order: AmpC no deterg	Sm TGR inh	HCMV inh	Giardia FBPA inh	AmpC detergent	HCV inh
Cc1onc(-c2c(Cl)cccc2Cl)c1C(=O)Nc1ccc(Cl)cn1 reads -18%	11%	-29	-11%	-5%	6%
O=C(COc1ccccc1Cl)Nc1ccc(NC(=O)c2ccco2)cc1 reads -7%	1%	-19	3%	-11%	-15%

Further entries:
Sequence of screens – AmpC no deterg, Sm TGR inh, HCMV inh, Giardia FBPA inh, AmpC detergent, HCV inh
O=C(Nc1ccccc1)c1cc([N+](=O)[O-])ccc1N1CCNCC1
→ -18%, ., -19, 0%, -4%, 0%
CCC(O)c1nc2ccccc2n1CCOc1cc(C)cc(C)c1 (stereo not drawn)
→ ., -1%, 29, ., -2%, .
Cn1c2ccccc2c2nnc(SCC(=O)NC3CC3)nc21
→ -4%, 0%, -17, 4%, ?, 12%
O=C1OC[C@@H]2CCCN2C(=O)[C@H](CC(=O)N(CCO)Cc2ccccc2)C/C=C\CC[C@H]1Cc1ccc(F)cc1
→ 280%[activator], ., 1, ., ., 23%
COc1ccc(C(=O)Nc2nnc(-c3ccco3)s2)cc1
→ -13%, -10%, 19, 1%, 4%, 24%
Cc1cc(C)c(NC(=O)c2cc3sc(Cl)cc3n2C)c(C)c1
→ ., -3%, 0, ., 56µM*, .
C=CCC[C@@H](Cc1ccc(F)cc1)C(=O)OCCNC(=O)[C@H](CC=C)CC(=O)NCCO
→ 183%[activator], ., -3, ., ., -28%
CCOc1ccc(N=C2SC(C(=O)Nc3ccccc3C#N)C(N)=C2C(=O)Nc2ccc(Cl)cc2)cc1 (stereo not drawn)
→ -31%, 8%, 24, -16%, -9%, -6%
COc1cc(NC(=O)[C@@H](NC(=O)c2ccco2)C(C)C)c(OC)cc1NC(=O)c1ccccc1
→ -17%, 8%, -37, -4%, 1%, 7.9µM*
COc1ncnc2c1cnn2-c1ccccc1
→ ., -1%, 15, -10%, -2%, 15%
Cc1cc(C)cc(NCc2ccncc2)c1
→ -10%, 3%, 26, -5%, -3%, 7%
COc1ccccc1OCc1ccc(C(=O)N2CCOCC2)o1
→ -23%, -1%, 49, -6%, -13%, ?
Cc1ccn(CCC(=O)NC2CCCc3c2cnn3-c2cccc(C)c2C)n1 (stereo not drawn)
→ 60%, 0%, ?, 2%, -4%, -8%
CCCCOc1ccc(N(CC(=O)NCc2ccccc2)C(=O)c2csnn2)cc1
→ 28%, 6%, 41, 6%, -2%, ?
O=[N+]([O-])c1ccccc1S(=O)(=O)Nc1ccc(S(=O)(=O)Nc2nccs2)cc1
→ -39%, -19%, -24, -18%, ?, 27%
O=C(NNc1nc2ccccc2s1)Nc1ccc(F)cc1
→ -41%, 0%, 0, -7%, -8%, 5%
COc1ccc2c(c1)OC13CCCCC1C2C(C(=O)c1ccccc1)C(=O)N3 (stereo not drawn)
→ -12%, -1%, 76, -7%, -5%, -9%
COc1ccc(NC(=O)CN(C)C(=O)c2ccc(=O)[nH]c2)cc1
→ -6%, 0%, -20, -1%, -4%, 10%
CCOc1ccc(-c2nnc(SCC(=O)Nc3cccc(C#N)c3)o2)cc1
→ ., 10µM*, 22, ., 5%, .
CC(Sc1nnc(Cc2ccccc2)o1)C(=O)Nc1ccccc1[N+](=O)[O-] (stereo not drawn)
→ -15%, -8%, -34, ., 6%, 6%
O=C1C2C(C(=O)N1c1nccs1)C1C=CC2C12CC2 (stereo not drawn)
→ -2%[2.29 µM], -3%, 33, 3%, -4%, 13%
O=C(O)c1ccc2c3c(ncnc13)-c1ccccc1C2=O
→ 1%, 50µM*, ., ?, -19%, 17%
COc1cc(CC(=O)Nc2ccccc2N2CCCCC2)cc(OC)c1OC
→ 57%, -4%, -35, 1%, -13%, -11%
CC1CCCC(NCC(=O)Nc2ccc(C(N)=O)cc2)C1C (stereo not drawn)
→ -47%, 4%, 24, 4%, 0%, 16%
COc1ccc(OCCNS(=O)(=O)c2cccc([N+](=O)[O-])c2)cc1
→ 5%, 8%, ?, 1%, 3%, -8%
COC(=O)c1ccc(-n2cc(-c3ccc(OC)cc3)[nH]c2=S)cc1
→ ?, 3%, -15, -3%, ?, 30%[activator]
Cc1ccc(S(=O)(=O)N2CCC(=O)N(C(COCc3cccc(C(F)(F)F)c3)Cc3ccccc3)CC2)cc1 (stereo not drawn)
→ -17%, -6%, 1, -6%, -8%, 10µM*
CC(C)c1ccc(CCNC(=O)CCNS(=O)(=O)c2ccc(Br)cc2)cc1
→ -11%, 0%, -29, ., 0%, -14%
O=C(NCCN1CCOCC1)c1cc([N+](=O)[O-])cc([N+](=O)[O-])c1
→ -7%, -20%, 1, -1%, ?, -6%
C=CCSc1nc2c(c(C3CC=CCC3)c1C#N)CCC2 (stereo not drawn)
→ -35%, -15%, -11, 11%, 3%, -22%
Cc1cccc(-n2ccnc2SCC(=O)Nc2nccs2)c1C
→ -16%, 8%, -21, 6%, -14%, -18%
COc1ccc(C(=O)CC(c2ccccc2)C2C(=O)CCCC2=O)cc1 (stereo not drawn)
→ -21%, -1%, 13, -2%, ?, 16%
Cc1ccc(/C=N/NC(=O)c2cc3c(ccc4ccccc43)o2)o1
→ -43%, -26%, -3, 0%, 0%, -20%
CNC(=O)C1CCN(S(=O)(=O)c2c(C)noc2/C=C/c2cccc(C)c2)CC1
→ 52%, -14%, 0, -6%, -13%, 2%
Cn1cccc1C(=O)NC(=O)COC(=O)c1ccccc1Sc1ccccc1C#N
→ -15%, 4%, 12, 1%, -16%, 1%
CN(CC(=O)Nc1ccc(F)cc1)S(=O)(=O)c1ccc2c(c1)c(=O)n(C)c(=O)n2C
→ -10%, -5%, -9, ., 0%, -1%
CCCNC(=O)NC(=O)CSc1nc2ccccc2n1CC(C)C
→ 18%, -1%, 5, 5%, -10%, -13%
O=C(CSc1nc2c(sc3ccccc32)c(=O)n1CCO)NCC1CCCO1 (stereo not drawn)
→ -15%, -9%, 5, 1%, -12%, -16%
COc1ccc(-n2cnc3cc(C(=O)NCCN4CCOCC4)ccc32)cc1
→ -3%, 2%, -23, 0%, 8%, 12%
CCS(=O)(=O)c1ccc2oc(SCC(=O)NCCc3ccccc3)nc2c1
→ 0%[2.29 µM], -4%, 31, 1%, -11%, 7%
c1ccc(CSc2ccc3nnc(-c4cccnc4)n3n2)cc1
→ -24%, -14%, 17, 6%, ?, 21%
O=C(O)CCSc1nnnn1-c1ccccc1
→ -14%, 4%, -25, 23%, ?, 5%
CN(c1cccc(NC(=O)Nc2ccc(Cl)cc2)c1)S(C)(=O)=O
→ -52%, 2%, -81*, -7%, -6%, 10µM*
Cn1c(N)c(C(=O)COC(=O)/C=C/c2ccccc2)c(=O)n(C)c1=O
→ 5%, ., 12, ., ., -22%
CC1=C(C(=O)Nc2ccc(C)cc2C)C(c2cccc(Cl)c2)n2nc(C(=O)OC(C)C)nc2N1 (stereo not drawn)
→ -27%, 4%, -24, 1%, -6%, -10%
Nc1nonc1-c1noc(-c2ccc(Br)o2)n1
→ -4%, 8%, -10, 3%, -3%, 10%
O=S(=O)(c1ccc(OCC(O)CN2CCCC2)cc1)N1CCOCC1 (stereo not drawn)
→ 4%, -4%, 41, -7%, -5%, -2%
COc1ccc(OCC(=O)Nc2cccc(NC(=O)COc3ccc(OC)cc3)n2)cc1
→ 1%, 4%, 2, 3%, ?, .
Cc1cc(=O)[nH]c(SCC(=O)c2ccc(C)c(C)c2)n1
→ -19%, 3%, 38, -7%, 1%, 4%
O=C(O)c1cccc(-n2nnnc2SCc2ccccn2)c1
→ -5%, 8%, 11, 18%, 1%, -5%
CCOC(=O)c1ccc2c(c1)nc(SCC(=O)c1ccco1)n2CC
→ -2%, 20%, 120, -16%, -17%, -13%
O=C(Nc1ccc(C(F)(F)F)cc1)c1ccccc1Br
→ -39%, 1%, 10, -7%, -1%, ?
O=[N+]([O-])c1ccc(N2CCNCC2)c(S(=O)(=O)N2CCOCC2)c1
→ -14%, -12%, -14, 1%, -7%, -7%
CCN1C(=O)c2ccccc2S(=O)c2ccc(C(=O)NCc3ccc(C)cc3)cc21 (stereo not drawn)
→ ., -1%, 65, ., -15%, .
O=C(NCCNC(=O)c1cc(Cl)ccc1Cl)c1ccccn1
→ -17%, -1%, -15, -5%, ?, 21%
Nc1ccc(N2CCN(c3ncc(C(F)(F)F)cc3Cl)CC2)c(C(F)(F)F)c1
→ ., 3%, -104*, ., 8%, .
CC1=Nn2c(nnc2-c2ccc(F)cc2)SC1
→ -15%, -6%, 36, 1%, -1%, -2%
O=C(CN(c1cccc([N+](=O)[O-])c1)S(=O)(=O)c1ccccc1)NCc1ccccc1
→ -25%, -4%, -32, -1%, -13%, 8%
CN1CCN(/N=C/c2ccc(-c3ccc([N+](=O)[O-])cc3Cl)o2)CC1
→ 14%, ., ?, -2%, -3%, 8.9µM*
